# Screening data: PubChem BioAssay, several laboratories
# Thrombin inh: thrombin (human) inhibition; P00734; alpha-thrombin, Boc-VPR-AMC fluorogenic substrate cleavage; inhibition, % at 5 µM; actives 0.26% (n = 220,000);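 active means inhibition at or above 40%; inactive means inhibition below 40%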;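 further: 0% = enzyme with no compound and 100% = wells without enzyme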
#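 signal = AMC fluorescence, 355/460 nm | material = human alpha-thrombin enzyme | control set = enzyme without compound as high, wells lacking enzyme as low | times = reaction at room temperature | read-out basis = percent inhibition scaled between no-compound controls and no-enzyme blanks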
# zVAD death inh: blocks zVAD induced death of L929 cells. L929 zVAD necroptosis rescue, ATP luminescence, 24 h; with zVAD 60 µM. viability rescue, % at 10 µM. actives 0.38% (n = 220,000). AID 1377;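 active means activation, scaled between plate controls, above about 75%, limit read from the data; inactive means activation under that limit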;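 further: 0% = zVAD with DMSO and 100% = DMSO alone without zVAD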
# Rad51 HR inh: Rad51 (human) homologous recombination inhibition. actives 0.085% (n = 200,000). inhibition, % at 10 µM. hRad51 DNA strand exchange, fluorescence dequenching. Q06609;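 active means inhibition above 40% at the single screening dose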;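 further: 0% = DMSO control wells and 100% = blanks with heterologous ssDNA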
#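 material = hRad51 filaments on single-stranded DNA | timing = filaments 15 min 37 °C, then compound 30 min | signal = FRET fluorescence dequenching, excitation 485 nm, emission 520 nm | benchmarks = control wells and blank wells on each plate | evaluation = percent inhibition relative to plate controls and blanks | compound = 10 µM final, single point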
# hK5 inh: blocks human kallikrein 5 protease activity; inhibition, % at 5 µM; Q9Y337; actives 0.59% (n = 210,000); recombinant hK5, fluorogenic AMC substrate cleavage;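 active means inhibition of 40% or more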;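 further: 0% = enzyme controls without compound and 100% = no-enzyme blanks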
# Target sequence (Q9Y337 67-293 limits assumed): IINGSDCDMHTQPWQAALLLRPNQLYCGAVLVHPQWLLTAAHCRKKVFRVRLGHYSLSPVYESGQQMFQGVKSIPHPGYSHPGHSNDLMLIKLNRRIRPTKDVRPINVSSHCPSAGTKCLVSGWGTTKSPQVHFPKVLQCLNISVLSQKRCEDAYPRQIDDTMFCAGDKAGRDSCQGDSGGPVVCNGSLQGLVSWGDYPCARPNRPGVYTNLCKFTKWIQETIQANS
# FXIa inh: inhibitors of human coagulation factor XIa; P03951; purified FXIa, Boc-Glu-Ala-Arg-AMC fluorogenic substrate; inhibition, % at 5 µM; actives 0.14% (n = 220,000); AID 798;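 active means inhibition of at least 40%; inactive means inhibition below 40%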;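 further: fluorescence of freed AMC excited at 355 nm; 0% = enzyme without compound and 100% = no enzyme blank; many of its hits are not listed in these tables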
# Cl transport mod: KCC2 (human) Cl- transport modulation | Q9H2X9 | KCC2 cells, thallium flux FluoZin-2 fluorescence | B-score of Tl+ flux slope (higher = more flux/activation; lower = inhibition) at 10 µM | actives 2.2% (n = 190,000) | AID 1456;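 active means thallium flux slope and its plate-corrected score both differing from the plate sample mean at a set confidence after two filtering rounds, in either direction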;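 further: slope of fluorescence scaled to starting intensity during 10 to 20 s after thallium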
# Hck-Nef inh: human Hck-Nef kinase inhibition; P08631; Recombinant Hck-YEEI plus Nef, Z-Lyte FRET kinase assay; inhibition, % at 20 µM; actives 0.68% (n = 220,000); AID 463187;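 active means Hck-Nef kinase inhibition above about 50%, limit read from the data; inactive means inhibition below that limit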;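 further: 0% = DMSO with Hck plus Nef and 100% = Hck alone without Nef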
# TNF death inh: TNF-alpha cell death inhibition in Jurkat FADD-/- cells | Jurkat FADD-/- TNF necroptosis rescue, ATP luminescence, 24 h; 0 = TNF only, 100 = no-TNF cells | actives 0.068% (n = 220,000) | AID 463075 | activation (protection from cell death), % at 10 µM;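 active means activation, meaning protection from cell death, of at least 50% relative to plate controls; inactive means activation below 50%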;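 further: necroptosis triggered by 40 ng/mL TNF-alpha added together with compound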
# FXIIa inh: blocks human coagulation factor XIIa protease activity; inhibition, % at 5 µM; actives 0.3% (n = 220,000); purified FXIIa, Boc-QGR-AMC fluorogenic substrate, 2 h; P00748; in the data active means inhibition above about 40%;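 further: 0% = enzyme with no compound and 100% = blank without enzyme; many of its hits are not listed in these tables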
# Target sequence (P00748 20-372 limits assumed): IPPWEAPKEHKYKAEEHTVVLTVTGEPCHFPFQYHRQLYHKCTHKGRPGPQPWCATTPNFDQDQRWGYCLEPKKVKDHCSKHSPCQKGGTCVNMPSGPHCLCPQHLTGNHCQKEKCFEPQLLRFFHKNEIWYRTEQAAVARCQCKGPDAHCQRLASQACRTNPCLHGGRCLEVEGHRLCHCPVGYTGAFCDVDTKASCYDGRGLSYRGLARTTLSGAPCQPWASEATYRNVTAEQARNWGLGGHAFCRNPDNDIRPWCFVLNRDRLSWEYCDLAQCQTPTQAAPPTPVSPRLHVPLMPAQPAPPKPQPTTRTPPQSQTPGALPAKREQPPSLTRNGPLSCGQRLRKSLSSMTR
# Target sequence (P00748 373-615 limits assumed): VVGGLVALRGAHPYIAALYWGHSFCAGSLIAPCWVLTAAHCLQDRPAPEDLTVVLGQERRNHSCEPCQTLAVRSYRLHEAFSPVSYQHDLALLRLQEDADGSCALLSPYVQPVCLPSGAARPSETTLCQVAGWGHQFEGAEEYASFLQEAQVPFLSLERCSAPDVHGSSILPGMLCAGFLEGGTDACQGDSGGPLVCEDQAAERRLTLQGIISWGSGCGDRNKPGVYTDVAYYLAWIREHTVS
# The depositor's hits bear a star; / = not tested or not shown.
mol	Thrombin inh	zVAD death inh	Rad51 HR inh	hK5 inh	FXIa inh	Cl transport mod	Hck-Nef inh	TNF death inh	FXIIa inh
O=C(CSCc1cccc(Cl)c1)N/N=C/c1ccc(OCC(=O)N2CCCCC2)cc1	-5.3	1.7	2.7	3.9	-9.8	-0.527	1.0	-4.7	3.6
CCc1nnc(NS(=O)(=O)c2ccc(NC(=S)NC(=O)/C=C/c3ccc([N+](=O)[O-])cc3)cc2)s1	0.3	1.0	4.5	4.7	1.3	0.432	13.9	2.8	4.5
COc1ccc(NC(=O)CCC(=O)c2cccs2)cc1S(=O)(=O)Nc1ccccc1Cl	-11.6	3.2	1.0	-14.1	2.4	-3.29	8.9	1.5	8.9
CCCOc1ccc(C(=O)Nc2ccc(S(=O)(=O)Nc3onc(C)c3C)cc2)cc1	1.4	0.3	-5.1	-1.6	-5.4	0.458	-6.5	0.0	7.5
CCc1c(C(=O)N/N=C/c2ccsc2)csc1C	-1.7	1.7	-10.9	-5.9	2.0	-0.192	4.4	0.8	10.5
COc1ccc(NC(=O)CSc2nnc(Cn3c(=O)sc4ccccc43)n2C)cc1OC	-0.9	3.3	-1.1	-4.5	-0.1	0.0119	0.6	0.7	10.2
CN(C)c1ccc(NC(=O)CC2NCCNC2=O)cc1 (stereo not drawn)	-6.5	/	3.2	-18.2	1.6	0.00413	-10.5	-0.1	10.2
CC1CCCN(CC(O)COCC2COc3ccccc3O2)C1 (stereo not drawn)	-8.4	-0.2	17.8	-25.8	2.8	0.0853	1.9	-0.2	10.2
CCOc1cc(CNCCSc2nnnn2C)cc(Br)c1OCc1ccccc1	-0.1	-0.3	-9.8	-8.6	2.3	-0.695	3.3	-3.7	8.8
COC(=O)C1(C(F)(F)F)N=C2Sc3ccccc3N2C(N2CCOCC2)=N1 (stereo not drawn)	-4.2	-0.1	1.6	-2.8	-10.1	-0.628	17.9	-0.5	-0.4
Nc1nc(CN2CCN(c3ccccn3)CC2)nc(Nc2ccc(F)cc2)n1	5.2	0.0	2.5	36.1	-1.5	-0.0205	1.0	-1.2	-7.5
CCOC(=O)NC(=O)C(=CNc1ccc(C)cc1)C(=O)NC(=O)OCC	-5.2	0.6	/	-8.4	4.6	-0.255	0.6	0.7	9.2
Cc1nc(SCc2ccc(C(=O)O)cc2)nc2c1CCCC2	-8.7	4.2	4.7	7.3	-2.0	-0.203	20.8	0.9	0.0
CNc1oc(-c2ccccc2)nc1C#N	-1.0	1.5	1.4	-17.3	7.5	1.51	-5.2	-0.9	15.1
CCC1c2ccc(C)n2CCN1C(=O)Nc1ccccc1OC (stereo not drawn)	4.0	0.0	-12.9	-7.1	4.1	/	0.6	-0.5	13.5
COc1ccc2c(c1)CCc1c(C(=O)NCc3ccc(F)cc3)noc1-2	-2.8	0.0	-6.0	-7.4	6.1	0.148	-0.5	3.3	49.1*
Cc1cc(C)cc(NC(=O)COC(=O)CCc2ccc(S(=O)(=O)N3CCOCC3)cc2)c1	0.0	0.6	/	-5.0	-7.8	0.178	12.9	1.0	3.0
O=C(O)c1cccc(-c2ccc(/C=N/n3cnc4sc5c(c4c3=O)CCCC5)o2)c1	-3.6	0.4	0.4	3.2	3.1	-0.84	22.2	1.5	5.4
Cc1c(NC(=S)NC(=O)c2ccc(-c3ccc(Cl)cc3)o2)cccc1C(=O)O	-7.2	-0.7	-39.4	-3.4	5.5	-4.41	22.1	-1.1	13.0
Cc1nnc2c3ccccc3c(-c3cccs3)nn12	0.7	73.3	-1.6	0.0	-1.2	-0.458	-4.6	-8.5	9.3
COC(=O)CSc1nnc(-c2ccccn2)n1N	-1.0	0.9	11.0	-0.4	-2.2	0.407	9.7	-0.4	6.1
COc1cc2c(cc1OC)C(c1ccc(-c3ccc(Cl)cc3Cl)o1)=NCC2	-5.8	-0.1	/	-11.9	-19.9	/	-2.6	-17.8	-3.1
CCCCc1c(C)nc2ccc(C(=O)OCC)cc2c1Cl	2.4	0.9	2.5	-4.8	4.2	-0.908	3.4	1.4	2.8
Cc1ccc(C(=O)N/N=C/c2ccc(S(=O)(=O)O)o2)c(Cl)c1	-1.8	0.2	-7.1	3.6	-3.7	0.287	0.0	-0.6	11.5
COC(=O)/C=c1/s/c(=C(\C#N)C(=O)NCc2ccco2)n(-c2ccccc2)c1=O	-4.6	0.3	-7.9	-23.6	-6.4	/	2.0	0.2	-8.7

# Later entries
mol	Thrombin inh	zVAD death inh	Rad51 HR inh	hK5 inh	FXIa inh	Cl transport mod	Hck-Nef inh	TNF death inh	FXIIa inh
COc1ccc2[nH]cc(CCN=C3SCC(=O)N3C)c2c1	1.4	-0.2	10.2	-14.1	5.3	0.668	0.7	-4.0	9.2
C=CCN1C(=O)S/C(=C/c2ccsc2)C1=O	2.1	10.9	-4.1	-2.9	7.7	-0.438	3.8	-0.8	15.2
O=C(COC(=O)c1cc2ccccc2o1)c1ccccc1	2.7	0.2	-6.8	1.7	6.6	-3.52	-6.4	3.5	17.1
O=C(NCCc1ccccn1)C1CCN(S(=O)(=O)c2ccc(Cl)cc2)CC1	-9.3	0.8	0.3	-0.3	0.1	0.787	24.9	0.2	10.5
Cc1cccc(NC(=O)CC23CC4CC(C2)CC(n2nnc(C)n2)(C4)C3)c1	-5.9	1.9	7.4	-15.3	6.7	0.899	3.8	2.5	18.6
CNC(=S)NNC(=O)c1ccccc1Br	-0.4	0.4	7.7	-8.3	18.8	0.812	9.3	0.2	14.4
CCOC(=O)CNC(=O)c1ccccc1Br	3.0	-0.2	6.5	-10.9	6.3	-0.677	4.6	0.1	16.9
O=C(C1=C(O)C(=O)N(CCc2ccccc2)C1c1ccncc1)c1cc2ccccc2o1 (stereo not drawn)	4.5	-0.1	-0.9	17.4	4.3	-1.3	21.5	0.4	15.2
O=C(N/C=C/c1ccc(Cl)cc1)NCc1ccc(Cl)cc1	3.6	0.9	8.3	-2.3	4.5	-0.555	0.8	-1.9	13.7
O=C(Nc1ccccc1)[C@@H]1[C@@H]2C(=O)N(c3ccc(F)cc3)C(=O)[C@@H]2[C@H]2C=CC=NN21	-7.9	-0.2	13.2	-3.4	0.6	-0.545	1.0	1.5	3.0
Cc1noc(C)c1S(=O)(=O)N1CCCC(C(=O)NCc2ccccn2)C1 (stereo not drawn)	2.1	-0.1	7.2	-18.0	5.2	0.626	1.1	-1.3	10.1
COc1ccc(OC)c(Nc2nc(-c3sc(NC(=O)c4ccccc4)nc3C)cs2)c1	3.0	1.1	0.7	-0.9	3.2	-1.11	1.5	-9.8	8.1
CCOc1ccc(-n2nnc3c(=O)n(CC(=O)Nc4cc(C)on4)cnc32)cc1	4.4	-0.6	-2.5	4.8	4.0	-0.0347	3.2	-1.8	14.8
CCN(CC)S(=O)(=O)c1ccc(N2CCOCC2)c(NC(=O)C2CCCO2)c1 (stereo not drawn)	3.1	-0.8	13.7	4.2	2.5	0.0268	14.9	6.3	12.2
COc1ccc(C(=O)OCc2nc(N)nc(Nc3ccccc3C)n2)cc1OC	-5.2	0.1	/	7.0	-2.7	-0.48	3.5	-0.2	7.5
COc1ccc(CCn2c(-n3nc(C)cc3C)nc3c2c(=O)[nH]c(=O)n3C)cc1	/	1.2	6.0	/	/	0.0175	-1.1	-9.5	/
Cc1ccc(-c2nnc(N3CCOCC3)c3ccccc23)cc1S(=O)(=O)NCc1cccnc1	-4.8	1.9	-5.6	2.2	-1.4	-0.595	10.3	0.3	7.8
CCOC(=O)c1ccc(N2CSC3=C(C#N)C(c4cccs4)CC(=O)N3C2)cc1 (stereo not drawn)	-1.5	1.1	1.5	-5.6	2.1	-3.22	-0.6	-0.2	11.6
Cc1ccc(C(=O)C[n+]2ccc(Cc3ccccc3)cc2)cc1	-4.5	-1.3	-4.6	12.9	-1.1	-0.0044	23.2	-4.6	5.6
O=C1c2nc3cc(-c4ccccc4)[nH]n3c(=O)c2CN1Cc1ccccc1	0.9	1.5	3.6	-1.7	-0.3	-0.00602	11.0	4.6	-4.3
CCCCCc1nnc(NS(C)(=O)=O)s1	1.2	0.9	1.4	-17.0	4.9	-0.205	-6.2	2.6	12.8
Cc1cccn2cc(-c3ccc(F)cc3)cc12	-3.5	-0.7	-1.3	8.4	-1.8	/	24.3	-0.9	5.3
CC[n+]1c(/C=C2/C=C(C)CC(C)C2)sc2ccccc21 (stereo not drawn)	3.0	-0.8	11.2	-7.4	-3.3	0.759	25.1	-6.2	3.5
Cc1ccc2cc(COC(=O)c3ccco3)c(=O)[nH]c2c1	1.8	-1.0	5.8	-3.3	-1.5	0.775	15.6	-0.3	-3.3
Cc1nc2cc(-c3cccc(F)c3)nn2c(N2CCN(C(=O)c3ccco3)CC2)c1C	0.6	0.7	/	-2.5	15.0	0.612	1.6	2.7	2.1

# An excerpt of these results, with two lines to a compound:
# Below each compound – Thrombin inh	zVAD death inh	Rad51 HR inh	hK5 inh	FXIa inh	Cl transport mod	Hck-Nef inh	TNF death inh	FXIIa inh
> O=C(C1=C(O)C(=O)N(CCc2ccccc2)C1c1ccncc1)c1cc2ccccc2o1 (stereo not drawn)
 : 4.5	-0.1	-0.9	17.4	4.3	-1.3	21.5	0.4	15.2
> COc1ccc(C(=O)OCc2nc(N)nc(Nc3ccccc3C)n2)cc1OC
 : -5.2	0.1	/	7.0	-2.7	-0.48	3.5	-0.2	7.5
> COc1ccc(OC)c(Nc2nc(-c3sc(NC(=O)c4ccccc4)nc3C)cs2)c1
 : 3.0	1.1	0.7	-0.9	3.2	-1.11	1.5	-9.8	8.1

# Other records follow.
mol	Thrombin inh	zVAD death inh	Rad51 HR inh	hK5 inh	FXIa inh	Cl transport mod	Hck-Nef inh	TNF death inh	FXIIa inh
COc1cc2c(cc1OC)C(COc1ccccc1OC)N(C(=O)C(C)C)CC2 (stereo not drawn)	-2.9	-0.4	0.8	-1.5	1.7	0.925	11.6	0.9	7.4
COc1ccccc1NS(=O)(=O)c1cc(NC(=O)c2cc(=O)[nH]c3ccccc23)ccc1N1CCOCC1	0.4	-0.5	-1.2	5.7	2.1	0.875	18.5	-4.3	9.6
COC(=O)c1c(-n2c(C)cc(C=O)c2C)sc2c1CCCC2	-4.3	-0.5	2.8	-0.6	-2.2	-1.63	0.1	-8.1	6.0
C/C(=N\NC(=O)c1cccc(N/N=C(\C)c2ccccc2)c1)c1ccccc1	27.2	2.5	-9.5	28.8	18.5	0.775	1.0	0.7	63.4*
Nc1nc(NCCCN2CCOCC2)nc(Nc2ccc(F)cc2)c1[N+](=O)[O-]	2.7	0.6	-6.1	-7.7	22.7	-1.13	7.1	5.5	21.6

# Structures listed so far printed as active in FXIIa inh.
compound	Thrombin inh	Rad51 HR inh	hK5 inh	FXIa inh	Cl transport mod	Hck-Nef inh	FXIIa inh
COc1ccc2c(c1)CCc1c(C(=O)NCc3ccc(F)cc3)noc1-2	-2.8	-6.0	-7.4	6.1	0.148	-0.5	49.1*
C/C(=N\NC(=O)c1cccc(N/N=C(\C)c2ccccc2)c1)c1ccccc1	27.2	-9.5	28.8	18.5	0.775	1.0	63.4*

# An excerpt (hit frequency here may not be typical).
